# Rab7 wt GTP bind: dog Rab7 wildtype GTP binding, inhibitors and activators; GST-Rab7 beads, fluorescent GTP binding, flow cytometry; actives lie on both sides; untreated = 100%, excess cold GTP = 0%; GTP binding activity (percent of control), % at 10 µM; 0.055% of 190,000 active; AID 758;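 active = fluorescent GTP binding to Rab7 beads changed by at least 20 points from the 100% baseline, either direction, mostly lower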;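 also: median green fluorescence of bound Bodipy-FL-GTP per Rab7 bead population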
# Bcl-2 Bim block: inhibitors of Bim-Bcl-2 interaction, human; Bead-based flow cytometry, Bim peptide-Bcl-2 binding; inhibition, % at 10 µM; 0.06% of 190,000 active; AID 950; in the data active = inhibition above about 40%;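 also: 0% = no compound wells with probe peptide and 100% = reference peptide inhibitor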
# Target sequence (P10415 whole entry, looked up): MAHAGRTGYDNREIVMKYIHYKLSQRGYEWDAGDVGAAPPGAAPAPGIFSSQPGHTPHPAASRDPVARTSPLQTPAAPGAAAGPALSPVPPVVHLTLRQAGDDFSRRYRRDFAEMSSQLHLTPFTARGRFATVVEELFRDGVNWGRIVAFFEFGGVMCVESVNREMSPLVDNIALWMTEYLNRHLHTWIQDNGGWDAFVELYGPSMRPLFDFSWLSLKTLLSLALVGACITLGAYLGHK
# Bim-Bcl-XL: disrupts Bim peptide binding to human Bcl-XL. AID 1007. inhibition, % at 10 µM. bead flow cytometry, fluorescence. 0.04% of 190,000 active
# HRas wt GTP: changes GTP binding to wildtype human HRas. P01112. GST-Ras wt beads, Bodipy-FL-GTP binding, flow cytometry; actives lie on both sides. GTP binding activity, % at 10 µM. 0.14% of 190,000 active. AID 759;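 active = GTP binding activity at least 20% away from the 100% baseline, either lowered as inhibitor or raised as activator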;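 also: 0% = unlabeled GTP competition control and 100% = no-compound control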
# Target sequence (P01112 whole entry, looked up): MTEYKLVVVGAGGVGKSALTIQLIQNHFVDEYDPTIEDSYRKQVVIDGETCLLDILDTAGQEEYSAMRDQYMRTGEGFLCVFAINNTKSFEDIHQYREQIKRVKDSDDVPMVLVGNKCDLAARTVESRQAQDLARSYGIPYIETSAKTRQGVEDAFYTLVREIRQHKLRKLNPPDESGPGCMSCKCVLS
# Rab2A wt mod: changes GTP binding to wildtype dog Rab2A, up or down | P61105 | GST-Rab2 wt beads, Bodipy-GTP binding, flow cytometry | GTP binding activity, % at 10 µM | 0.19% of 190,000 active | AID 760;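 active = GTP binding activity at least 20 points away from 100%, either lowered or raised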;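 also: 0% = beads with excess unlabeled GTP and 100% = no-compound control corrected for plate trend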
# Bcl-B Bim block: human Bim-Bcl-B interaction inhibition; bead-based flow cytometry, Bim peptide-Bcl-B binding; 0.073% of 190,000 active; inhibition, % at 10 µM;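 also: 0% = tracer peptide without compound and 100% = reference inhibitor peptide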
# Target sequence (Q9HD36 whole entry, looked up): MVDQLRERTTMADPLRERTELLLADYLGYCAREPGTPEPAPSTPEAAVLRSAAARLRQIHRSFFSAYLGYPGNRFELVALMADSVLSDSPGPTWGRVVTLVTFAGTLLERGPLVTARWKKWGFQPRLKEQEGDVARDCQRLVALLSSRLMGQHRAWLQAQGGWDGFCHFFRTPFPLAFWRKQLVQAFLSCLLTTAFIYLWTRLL
# Cdc42 wt: changes GTP binding to wildtype human Cdc42; P60953; GST-Cdc42 beads, Bodipy-GTP binding, flow cytometry; actives lie on both sides; percent activity (GTP binding), % at 10 µM; 0.2% of 190,000 active; AID 761;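 active = percent activity GTP binding at least 20 points away from the 100% baseline, either down as inhibitor or up as activator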;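 also: median bead fluorescence of bound Bodipy-FL-GTP at 100 nM; 0% = excess unlabeled GTP control and 100% = no compound control; below 100% means less GTP binding so inhibitor and above means activator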
# Target sequence (P60953 whole entry, looked up): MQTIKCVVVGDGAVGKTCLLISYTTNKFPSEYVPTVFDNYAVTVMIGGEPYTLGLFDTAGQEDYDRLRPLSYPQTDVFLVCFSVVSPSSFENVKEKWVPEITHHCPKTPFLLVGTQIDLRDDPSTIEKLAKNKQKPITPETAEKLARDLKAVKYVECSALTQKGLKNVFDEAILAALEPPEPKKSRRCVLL
# Bim-Bfl-1: inhibitors of Bim-Bfl-1 interaction, human. inhibition, % at 10 µM. Bead-based flow cytometry, Bim-Bfl-1 binding inhibition. Q16548. 0.12% of 190,000 active;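 also: 0% = wells without compound plus tracer and 100% = blocker peptide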
# Rac1 wt modul: alters GTP binding to wildtype human Rac1. P63000. GTP binding activity (% of control), % at 10 µM. 0.27% of 190,000 active. GST-Rac1 beads, fluorescent GTP binding, flow cytometry; actives lie on both sides; 0 = cold GTP competed, 100 = untreated;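 active = GTP binding activity at least 20 points away from the 100% control level, either lower or higher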
# Rac1 mut GTP: alters GTP binding to activated mutant human Rac1. AID 764. GST-Rac1 activated beads, fluorescent GTP binding, flow cytometry; actives lie on both sides; 100% means binding = to untreated wells. percent activity (GTP binding), % at 10 µM. 0.11% of 190,000 active;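 active = GTP binding at least 20 percentage points away from the 100% baseline, in either direction, so actives lie on both sides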
# Bcl-W Bim block: inhibitors of Bim-Bcl-W interaction, human; Q92843; bead-based flow cytometry, Bim peptide-Bcl-W binding; inhibition, % at 10 µM; 0.02% of 190,000 active; AID 952;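 also: 0% = bound tracer without compound and 100% = peptide blocker; higher means less fluorescent Bim peptide bound to Bcl-W beads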
# Target sequence (Q92843 whole entry, looked up): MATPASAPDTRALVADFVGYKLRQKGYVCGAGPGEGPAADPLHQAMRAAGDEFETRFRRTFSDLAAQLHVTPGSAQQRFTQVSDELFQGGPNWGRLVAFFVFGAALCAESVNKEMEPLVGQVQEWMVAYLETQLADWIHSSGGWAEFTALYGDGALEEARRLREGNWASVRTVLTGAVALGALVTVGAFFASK
# Active calls of the source: *. Rule as the data show it, unless noted: active = inhibition above about 40%.
cpd	smiles	Rab7 wt GTP bind	Bcl-2 Bim block	Bim-Bcl-XL	HRas wt GTP	Rab2A wt mod	Bcl-B Bim block	Cdc42 wt	Bim-Bfl-1	Rac1 wt modul	Rac1 mut GTP	Bcl-W Bim block
1	Nc1n[nH]c(-c2ccccc2)c1-c1ccccc1	98	-6	-4	96	97	-5	99	-15	102	98	-2
2	CC(NC(=O)CSCc1ccc(Br)cc1)c1ccccc1 (stereo not given)	105	-3	-5	97	97	-7	93	-4	96	94	0
3	CCO[C@H]1OC(C(=O)NC2CC2)=C[C@@H](C2CC2)[C@@H]1CCCO	104	-1	-1	97	98	-5	98	-5	100	99	-3
4	CCN(CC)CCNC(=O)CCc1nn(C)c(=O)c2ccccc12	96	0	-1	104	105	-3	104	-4	104	101	-5
5	CN(C)C(CNc1nnnn1-c1ccccc1)c1ccco1 (stereo not given)	105	-6	-2	105	102	-4	105	-9	114	103	2
6	C/C(=N\NC(=O)c1ccccc1F)c1ccc(C#N)cc1	96	0	1	97	95	-2	97	-3	101	95	0
7	CN(C)CCNC(=O)/C(=C/c1ccc(-c2cccc(Cl)c2)o1)NC(=O)c1ccccc1	101	-3	-5	100	99	-9	100	-2	103	99	-3
8	Cc1ccc(Cc2c(C)nc3nc(SCC(=O)NCCCN4CCOCC4)nn3c2C)cc1	102	0	-3	100	99	-4	96	-4	104	97	0
9	O=C1CC(c2ccccc2)CC(O)=C1C=Nc1cccc(Cl)c1 (stereo not given)	97	-8	-10	100	96	-11	102	-14	102	100	-5
10	Cc1nnc(SC(C)C(=O)Nc2nccs2)s1 (stereo not given)	102	-4	-2	98	101	-6	98	-1	102	94	-4
11	COc1cccc(CSc2nc3ccccc3cc2C=O)c1	96	-3	-3	96	93	-1	94	0	94	91	-2
12	C=CCSC1=C(C#N)C(c2ccccc2C)CC(=O)N1 (stereo not given)	95	-8	-6	96	99	-9	101	-10	99	101	0
13	CC1CCN(C(=O)CCNC(=O)Cn2cnc3sc4c(c3c2=O)CCCC4)CC1	97	-8	-7	98	100	-9	101	-16	102	98	0
14	Cc1ccc(C)c(NC(=O)COC(=O)Cc2ccsc2)c1	101	0	-1	101	100	2	103	-1	107	99	0
15	COC(=O)CCN(C)CCC(=O)OC	97	0	0	99	96	0	100	2	103	98	0
16	O=c1cc(Nc2ccc3c(c2)OCCO3)[nH]c(=O)n1Cc1ccc(F)cc1	96	24	-1	100	96	-4	99	3	103	100	-3
17	Cc1c(-c2cc(C(=O)O)on2)cnn1C	107	-2	-5	104	106	-8	98	-10	103	99	-3
18	Cc1ccc(C)c2[nH]c(=O)c(CCNC(=O)CC(C)C)cc12	96	-4	-4	99	101	-4	102	-7	102	100	3
19	C=CCn1c(SCC(=O)NCCCC(=O)OCC)nc2scc(-c3ccco3)c2c1=O	97	-4	-1	95	97	-5	94	-12	100	96	-3
20	CC(NS(=O)(=O)c1ccc(Cl)cc1)C(c1cccs1)N1CCN(C)CC1 (stereo not given)	99	3	-1	101	99	2	99	0	105	99	1
21	COc1cc(NC(=O)c2nccnc2C(=O)O)cc(OC)c1	99	2	5	97	99	4	95	4	94	96	1
22	NC(=S)NNC(=O)/C(=C/c1ccc(Br)cc1)NC(=O)c1ccccc1	102	-7	-7	99	95	-18	96	-7	98	97	-5
23	OC(COc1ccc2ccccc2c1)Cn1cncn1 (stereo not given)	101	-4	-5	100	101	-5	101	-2	103	100	-4
24	Cc1ccccc1C(=O)Nc1c2c(nc3ccccc13)CCCC2	97	-9	-10	98	100	-13	99	-16	102	99	-7
25	CCSC1=NCCN1C(=O)c1c(-c2ccccc2Cl)noc1C	96	-1	0	94	94	-2	105	-4	91	96	0
26	CC1CCN(c2nc(/C=C/c3ccccc3)nc3ccccc23)CC1	97	0	-2	101	100	-7	102	-1	102	99	0
27	Cc1ccc(C(=O)N/N=C/c2sc(=O)n(Cc3cccc(C(=O)O)c3)c2Cl)cc1	97	-3	-2	97	96	-4	100	-1	97	96	-2
28	O=C(c1ccco1)N1CCN(Cc2nc(Cc3ccccc3)no2)CC1	95	-5	-4	95	96	-4	93	0	95	95	-1
29	O=C(COc1ccccc1)Nc1nc(-c2cccs2)cs1	101	-5	0	100	99	-4	94	-10	98	97	3
30	Cc1nn2cnc3sc4c(c3c2nc1=O)CCCC4	100	-5	-11	101	99	-8	102	-7	104	101	-3

# Some of the entries so far, with values under each structure:
# Value order: Rab7 wt GTP bind | Bcl-2 Bim block | Bim-Bcl-XL | HRas wt GTP | Rab2A wt mod | Bcl-B Bim block | Cdc42 wt | Bim-Bfl-1 | Rac1 wt modul | Rac1 mut GTP | Bcl-W Bim block
1	Nc1n[nH]c(-c2ccccc2)c1-c1ccccc1
→ 98 | -6 | -4 | 96 | 97 | -5 | 99 | -15 | 102 | 98 | -2
2	CC(NC(=O)CSCc1ccc(Br)cc1)c1ccccc1 (stereo not given)
→ 105 | -3 | -5 | 97 | 97 | -7 | 93 | -4 | 96 | 94 | 0
3	CCO[C@H]1OC(C(=O)NC2CC2)=C[C@@H](C2CC2)[C@@H]1CCCO
→ 104 | -1 | -1 | 97 | 98 | -5 | 98 | -5 | 100 | 99 | -3
4	CCN(CC)CCNC(=O)CCc1nn(C)c(=O)c2ccccc12
→ 96 | 0 | -1 | 104 | 105 | -3 | 104 | -4 | 104 | 101 | -5
5	CN(C)C(CNc1nnnn1-c1ccccc1)c1ccco1 (stereo not given)
→ 105 | -6 | -2 | 105 | 102 | -4 | 105 | -9 | 114 | 103 | 2
6	C/C(=N\NC(=O)c1ccccc1F)c1ccc(C#N)cc1
→ 96 | 0 | 1 | 97 | 95 | -2 | 97 | -3 | 101 | 95 | 0
7	CN(C)CCNC(=O)/C(=C/c1ccc(-c2cccc(Cl)c2)o1)NC(=O)c1ccccc1
→ 101 | -3 | -5 | 100 | 99 | -9 | 100 | -2 | 103 | 99 | -3
8	Cc1ccc(Cc2c(C)nc3nc(SCC(=O)NCCCN4CCOCC4)nn3c2C)cc1
→ 102 | 0 | -3 | 100 | 99 | -4 | 96 | -4 | 104 | 97 | 0
9	O=C1CC(c2ccccc2)CC(O)=C1C=Nc1cccc(Cl)c1 (stereo not given)
→ 97 | -8 | -10 | 100 | 96 | -11 | 102 | -14 | 102 | 100 | -5
10	Cc1nnc(SC(C)C(=O)Nc2nccs2)s1 (stereo not given)
→ 102 | -4 | -2 | 98 | 101 | -6 | 98 | -1 | 102 | 94 | -4
11	COc1cccc(CSc2nc3ccccc3cc2C=O)c1
→ 96 | -3 | -3 | 96 | 93 | -1 | 94 | 0 | 94 | 91 | -2
12	C=CCSC1=C(C#N)C(c2ccccc2C)CC(=O)N1 (stereo not given)
→ 95 | -8 | -6 | 96 | 99 | -9 | 101 | -10 | 99 | 101 | 0

# Returning to the listing; the two compounds before the break are reprinted first.
cpd	smiles	Rab7 wt GTP bind	Bcl-2 Bim block	Bim-Bcl-XL	HRas wt GTP	Rab2A wt mod	Bcl-B Bim block	Cdc42 wt	Bim-Bfl-1	Rac1 wt modul	Rac1 mut GTP	Bcl-W Bim block
29	O=C(COc1ccccc1)Nc1nc(-c2cccs2)cs1	101	-5	0	100	99	-4	94	-10	98	97	3
30	Cc1nn2cnc3sc4c(c3c2nc1=O)CCCC4	100	-5	-11	101	99	-8	102	-7	104	101	-3
31	Cc1csc(NC(=O)C2CCCN2C(=O)Oc2ccccc2)n1 (stereo not given)	105	-8	-8	104	106	-9	107	-9	107	102	4
32	Cc1ccc(C2SCC(C(=O)O)N2C(=O)c2ccc(F)cc2)cc1 (stereo not given)	98	-3	-8	102	100	-6	100	-2	103	101	-4
33	CCc1c(-c2ccccc2)nc(N)c(C#N)c1-c1cccs1	93	3	-1	100	100	-3	102	-1	102	99	0
34	Cc1nnsc1S(=O)(=O)Cc1ccccc1C(F)(F)F	95	0	-2	97	98	-2	97	-3	102	96	-1
35	CCCCn1ccnc1C(=O)c1cccc(S(=O)(=O)N2CC(C)CC(C)C2)c1 (stereo not given)	97	-4	-4	99	100	-7	102	-9	104	100	-2
36	COc1ccc(S(=O)(=O)NNC(N)=S)cc1	94	-2	-3	97	99	3	100	6	94	95	-4
37	COc1ccc(NC(=O)NC(C(F)(F)F)C(F)(F)F)cc1	99	-12	-10	98	97	-8	97	-21	101	98	-4
38	O=C(COC(=O)Cc1ccc(Br)cc1)Nc1c(F)c(F)c(F)c(F)c1F	104	-4	-4	99	100	-7	102	-1	102	96	-1
39	Cn1c(SCc2ccccc2)nnc1-c1c[nH]c2ccccc12	101	-5	-5	98	100	-8	98	-11	98	96	-1
40	O=C1CC(N2CCC(O)CC2)C(=O)N1c1ccc(Br)cc1 (stereo not given)	97	-1	-2	100	99	-3	100	0	105	100	-1
41	Cc1ccc(C(=O)N2CCN(c3ccc(NC(=S)NC(=O)Cc4ccccc4)cc3)CC2)cc1	96	-2	5	99	97	0	96	5	98	98	9
42	Cc1cccc(C(=O)Oc2ccc(/C=N/NC(=O)Cc3ccc([N+](=O)[O-])cc3)cc2)c1	99	0	-3	97	97	-5	100	1	100	98	-3
43	O=C1NC2(CCCCC2)C(=O)N1CCS(=O)(=O)Oc1ccccc1	99	3	1	103	99	0	107	0	112	104	1
44	CCC1C(=O)CC(c2ccc([N+](=O)[O-])cc2)NC1c1ccc([N+](=O)[O-])cc1 (stereo not given)	98	5	1	99	101	-2	102	-1	99	98	0
45	Clc1ccc(CSc2nnnn2-c2ccc3c(c2)OCO3)c(Cl)c1	92	-3	-3	93	93	-5	93	-4	92	92	0
46	O=C1CC(N2CCN(c3ccccc3)CC2)C(=O)N1c1ccc2c(c1)OCO2 (stereo not given)	108	-4	-3	100	101	-3	99	-6	99	97	0
47	Oc1ccc(Cl)cc1/C=N/c1nc2ccccc2[nH]1	93	-5	-8	99	96	-4	97	-5	104	98	-3
48	O=C(NCC1CCCO1)c1cc2n(n1)C(C(F)(F)F)CC(c1ccc(F)cc1)N2 (stereo not given)	99	-9	-5	98	98	-4	100	-10	100	99	-5
49	O=[N+]([O-])c1ccc(N2CCN(Cc3ccccc3)CC2)c(S(=O)(=O)N2CCOCC2)c1	102	-11	-6	99	98	-11	100	-13	104	99	3
50	COCCCNS(=O)(=O)c1ccc(C)cc1	104	-7	-5	101	99	-3	97	-15	101	96	-2
51	CC(=O)c1ccc(NC(=S)NNC(=O)c2ccncc2)cc1	104	-9	-9	100	102	-13	101	-8	103	98	-6
52	CCOC(=O)C1CCCN(C(c2ccccn2)c2c(C)[nH]c3ccccc23)C1 (stereo not given)	98	-5	-3	99	100	-7	99	-4	100	97	-4
53	NNc1nc2c(-c3ccc(F)cc3)nnn2c2ccccc12	93	0	5	90	88	2	96	2	93	90	5
54	CCc1ccc(C2C(C(=O)O)c3ccccc3C(=O)N2C)cc1 (stereo not given)	101	-1	-2	101	101	-5	103	-11	105	100	0
55	Cc1ccc2nc(NC(=O)CSCC(=O)OCC(=O)c3ccccc3)sc2c1	100	0	-9	104	101	-7	98	0	103	98	-5
56	O=[N+]([O-])c1ccc(NCCCO)c(S(=O)(=O)N2CCOCC2)c1	106	-5	-2	106	101	-2	97	-7	102	97	-1

# Screens as filed in PubChem.
